Jurkat NFkB inh = inhibitors of induced NF-kB luciferase reporter, primary screen, TCR NF-kB activation inhibitor project, cell-based, luminescence, uHTS. hit rate 0.53% among 330,000. inhibition, % at 4 µM. Jurkat, PMA/ionomycin-induced NF-kB luciferase reporter. AID 435003, 2010; in the data active = inhibition above about 50%
CXCR6 block = CXCR6 receptor inhibitors, primary screen, cell-based, beta-arrestin, luminescence, CHO-K1 PathHunter, 1536-well; C-X-C chemokine receptor type 6 (Homo sapiens), O00574; inhibition, % at 20 µM; hit rate 0.36% among 360,000; in the data active = inhibition above about 34%, passing the limit was not always enough;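 note: antagonist mode with CXCL16 agonist at 10 nM final; 0% = 10 nM CXCL16 with DMSO and 100% = unstimulated wells without agonist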
Target sequence (O00574 whole entry, looked up): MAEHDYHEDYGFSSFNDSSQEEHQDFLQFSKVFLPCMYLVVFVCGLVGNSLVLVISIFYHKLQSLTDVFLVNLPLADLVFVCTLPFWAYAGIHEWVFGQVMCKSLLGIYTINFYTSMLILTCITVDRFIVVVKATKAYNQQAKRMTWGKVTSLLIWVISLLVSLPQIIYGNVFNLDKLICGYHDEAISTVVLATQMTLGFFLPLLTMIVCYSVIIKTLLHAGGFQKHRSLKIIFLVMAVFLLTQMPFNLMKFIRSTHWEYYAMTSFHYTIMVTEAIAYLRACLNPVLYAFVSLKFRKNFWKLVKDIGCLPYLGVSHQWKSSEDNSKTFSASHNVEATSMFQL
UBC13 inh = UBC13 polyubiquitin chain formation inhibitors, primary screen, biochemical, TR-FRET, uHTS; inhibition, % at 20 µM; hit rate 0.47% among 330,000; in the data active = inhibition above about 45%, passing the limit was not always enough
Target sequence (P61088 whole entry, looked up): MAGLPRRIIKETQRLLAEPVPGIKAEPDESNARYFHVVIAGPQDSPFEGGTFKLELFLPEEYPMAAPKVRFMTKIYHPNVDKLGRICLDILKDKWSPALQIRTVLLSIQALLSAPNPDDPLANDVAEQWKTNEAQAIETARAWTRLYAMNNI
697 NFkB inh = inhibitors of PMA/ionomycin-induced NF-kB reporter, 697 cells, primary screen, B-cell NF-kB inhibitor project, cell-based, luminescence, uHTS. 697 B-cell NF-kB luciferase reporter, 16 h. inhibition, % at 4 µM. hit rate 0.33% among 330,000. AID 435022, 2010; in the data active = inhibition above about 35%
Gli-Sufu block = Gli-Sufu pathway antagonists, primary screen, luciferase luminescence, Sufu-KO-LIGHT cells, uHTS; hit rate 0.74% among 340,000; AID 588413, 2011; Sufu-KO-LIGHT fibroblasts, Gli luciferase reporter luminescence; inhibition, % at 5 µM;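 active = inhibition above about 55%, limit read from the data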;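 note: 0% = DMSO-treated cells and 100% = wells with medium but no cells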
CCR6 antagonist = CCR6 receptor antagonists, primary screen, cell-based, CHO-K1, luminescence, beta-arrestin, uHTS; C-C chemokine receptor type 6 (Homo sapiens), P51684; CHO-K1 CCR6 PathHunter beta-arrestin, CCL20-stimulated; inhibition, % at 20 µM; hit rate 0.49% among 340,000; AID 493098, 2011;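 active = compounds whose inhibition of the agonist-driven luminescence signal at 20 µM reaches about 50%, limit read from the data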;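 note: cells stimulated with CCL20 at 14 nM final; plate controls were DMSO with CCL20 for no effect and DMSO without agonist for full effect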
EBI2 block = EBI2 receptor antagonists, beta-arrestin recruitment, primary screen, cell-based, luminescence, 7a,25-OHC stimulation, uHTS; 7a,25-OHC stimulated; inhibition, % at 5 µM; hit rate 0.81% among 360,000; AID 651636, 2012; in the data active = inhibition above about 38%;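 note: enzyme fragment complementation signal reports receptor beta-arrestin coupling in cells; 0% = agonist plus DMSO wells and 100% = wells without agonist; some results beyond the cut were filed as inactive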
APJ antagonist = antagonists of human apelin receptor APJ, primary screen, CHO-K1 cells, beta-arrestin complementation, luminescence | P35414 | inhibition, % at 20 µM | hit rate 0.32% among 330,000 | AID 2521, 2010;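 active = inhibition above about 40% at 20 µM, limit read from the data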;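 note: cells challenged with 10 nM apelin-13 agonist together with compound; plate controls were apelin-13 plus DMSO wells for no effect and DMSO wells lacking apelin-13 for full effect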
Target sequence (P35414 whole entry, looked up): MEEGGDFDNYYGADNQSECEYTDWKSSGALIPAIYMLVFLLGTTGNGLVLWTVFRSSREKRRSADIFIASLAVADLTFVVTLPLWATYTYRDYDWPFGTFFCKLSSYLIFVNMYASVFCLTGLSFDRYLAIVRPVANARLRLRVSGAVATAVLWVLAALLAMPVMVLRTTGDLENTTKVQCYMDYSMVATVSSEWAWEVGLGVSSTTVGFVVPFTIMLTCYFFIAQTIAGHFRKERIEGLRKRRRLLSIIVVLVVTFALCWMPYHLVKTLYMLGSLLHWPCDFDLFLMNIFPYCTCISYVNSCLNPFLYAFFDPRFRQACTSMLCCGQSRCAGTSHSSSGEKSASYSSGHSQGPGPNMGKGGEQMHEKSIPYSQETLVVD
Starred values were filed as active, the others as inactive; & = joins results of further samples.

Results for CCS(=O)(=O)N1CCC(C(=O)NCCCOC)CC1 ?
Jurkat NFkB inh: 7; CXCR6 block: -7; UBC13 inh: -1; 697 NFkB inh: 18; Gli-Sufu block: 1; CCR6 antagonist: -6; EBI2 block: 4; APJ antagonist: 8

Results for CCN(CC)S(=O)(=O)c1cccc(-c2nnc(SCCCC(=O)c3ccccc3)o2)c1 ?
Jurkat NFkB inh: 7; CXCR6 block: 8; UBC13 inh: 1; 697 NFkB inh: -19; Gli-Sufu block: 8; CCR6 antagonist: 18; EBI2 block: 17; APJ antagonist: 14

How did CC(C)(C)c1ccc(S(=O)(=O)N(CCCN2CCOCC2)Cc2cccs2)cc1 do in these assays?
Jurkat NFkB inh: 13; CXCR6 block: 11&2; UBC13 inh: 20; 697 NFkB inh: -32; Gli-Sufu block: 13&13; CCR6 antagonist: 21&18; EBI2 block: 6&6; APJ antagonist: 2

Results for Cc1cc(C)c2nc(NNC(=O)c3ccc(S(=O)(=O)N4CCCC(C)C4)cc3)sc2c1 (stereo unspecified) ?
Jurkat NFkB inh: 2; CXCR6 block: 4; UBC13 inh: -82; 697 NFkB inh: -25; Gli-Sufu block: 58*; CCR6 antagonist: 7; EBI2 block: 0; APJ antagonist: 12

What do the screens show for `Cc1ccccc1C(=O)NC(=S)Nc1ccc(Cc2ccncc2)cc1`?
Jurkat NFkB inh: 1; CXCR6 block: 11; UBC13 inh: 0; 697 NFkB inh: -7; Gli-Sufu block: 1; CCR6 antagonist: 13; EBI2 block: 14; APJ antagonist: 10

What do the screens show for `COCc1nnc(NC(=O)c2ccc(NC(=O)C(C)C)cc2)s1`?
Jurkat NFkB inh: -11; CXCR6 block: 2; UBC13 inh: -5; 697 NFkB inh: 3; Gli-Sufu block: -7; CCR6 antagonist: -2; EBI2 block: -9; APJ antagonist: -3

What do the screens show for `CC(C)N(Cc1ccccc1)S(=O)(=O)c1cccs1`?
Jurkat NFkB inh: 22; CXCR6 block: -2; UBC13 inh: 7; 697 NFkB inh: 1; Gli-Sufu block: -1; CCR6 antagonist: 7; EBI2 block: -2; APJ antagonist: 22

Results for Cc1ccc2[nH]c3c(=O)n(CCc4cnc[nH]4)cnc3c2c1 ?
Jurkat NFkB inh: -21; CXCR6 block: 3; UBC13 inh: 1; 697 NFkB inh: 11; Gli-Sufu block: 14; CCR6 antagonist: 1; EBI2 block: -8; APJ antagonist: 4

Results for C=CC[C@@H](CC(=O)NCCO)C(=O)N[C@@H](COC(=O)[C@@H](CC=C)CC(=O)OC(C)(C)C)Cc1c[nH]c2ccccc12 ?
Jurkat NFkB inh: 14; CXCR6 block: -6; UBC13 inh: 22; 697 NFkB inh: 14; Gli-Sufu block: 0; CCR6 antagonist: -1; EBI2 block: 0; APJ antagonist: -14

Results for Cc1cc(C(=O)N2CCN(c3ccccc3)CC2)no1 ?
Jurkat NFkB inh: -13; CXCR6 block: 3; UBC13 inh: -7; 697 NFkB inh: 12; Gli-Sufu block: 21; CCR6 antagonist: 1; EBI2 block: 0; APJ antagonist: -21

What do the screens show for `CC(=O)c1ccc(NC(=S)N(C)C2CCN(C)CC2)cc1`?
Jurkat NFkB inh: 0; CXCR6 block: -9; UBC13 inh: -12; 697 NFkB inh: 13; Gli-Sufu block: -12; CCR6 antagonist: -12; EBI2 block: -14; APJ antagonist: 2

How did CCOC(=O)c1c(C)[nH]c(C)c1C(=O)CSc1nc2ccccc2c(=O)n1-c1ccc(Cl)cc1 do in these assays?
Jurkat NFkB inh: 1; CXCR6 block: 1; UBC13 inh: 33; 697 NFkB inh: -11; Gli-Sufu block: 2; CCR6 antagonist: 14; EBI2 block: 2; APJ antagonist: 4

How did COc1ccccc1/C=C/C=N/NC(=O)c1ccc(=O)n(C)c1 do in these assays?
Jurkat NFkB inh: 1; CXCR6 block: 7; UBC13 inh: 7; 697 NFkB inh: 21; Gli-Sufu block: 9; CCR6 antagonist: 16; EBI2 block: -7; APJ antagonist: -9

How did Cc1ccccc1-c1nc(CS(=O)(=O)CC(=O)NCCN2CCOCC2)c(C)o1 do in these assays?
Jurkat NFkB inh: 0; CXCR6 block: 8; UBC13 inh: 10; 697 NFkB inh: 2; Gli-Sufu block: 1; CCR6 antagonist: 3; EBI2 block: 6; APJ antagonist: 4

What do the screens show for `COc1c2ccoc2c(OC[C@@H](O)C(C)(C)O)c2oc(=O)ccc12`?
Jurkat NFkB inh: 7; CXCR6 block: -7; UBC13 inh: -13; 697 NFkB inh: -9; Gli-Sufu block: -4; CCR6 antagonist: -4; EBI2 block: 2; APJ antagonist: -3

How did COC(=O)c1ccn(CC(=O)NC2CCCCC2)n1 do in these assays?
Jurkat NFkB inh: -24; CXCR6 block: -3; UBC13 inh: 1; 697 NFkB inh: -8; Gli-Sufu block: 10; CCR6 antagonist: -2; EBI2 block: 5; APJ antagonist: 13

How did COc1ccc(NC(=O)c2cc(S(=O)(=O)N3CCc4ccccc43)cn2C)cc1 do in these assays?
Jurkat NFkB inh: -4; CXCR6 block: 5; UBC13 inh: -3; 697 NFkB inh: -2; Gli-Sufu block: 20; CCR6 antagonist: 6; EBI2 block: 23; APJ antagonist: -9

How did CC(C)(C)C(=O)/C(C#N)=C/c1cccs1 do in these assays?
Jurkat NFkB inh: 9; CXCR6 block: -9; UBC13 inh: -4; 697 NFkB inh: -8; Gli-Sufu block: -2; CCR6 antagonist: 6; EBI2 block: -4; APJ antagonist: 3

What do the screens show for `COCCN(Cc1cc2cc(C)ccc2[nH]c1=O)S(=O)(=O)c1ccc(Cl)cc1`?
Jurkat NFkB inh: 14; CXCR6 block: -5; UBC13 inh: 4; 697 NFkB inh: -22; Gli-Sufu block: -6; CCR6 antagonist: 0; EBI2 block: -1; APJ antagonist: 8

What do the screens show for `COc1cc(/C=N/NC(=O)CNC(=O)c2ccncc2)ccc1O`?
Jurkat NFkB inh: -8; CXCR6 block: -2; UBC13 inh: -2; 697 NFkB inh: -3; Gli-Sufu block: 4; CCR6 antagonist: -5; EBI2 block: -8; APJ antagonist: 13

As a short view, 5 of the compounds above.
How did COC(=O)c1ccn(CC(=O)NC2CCCCC2)n1 do in these assays?
Jurkat NFkB inh: -24; CXCR6 block: -3; UBC13 inh: 1; 697 NFkB inh: -8; Gli-Sufu block: 10; CCR6 antagonist: -2; EBI2 block: 5; APJ antagonist: 13

How did COc1ccc(NC(=O)c2cc(S(=O)(=O)N3CCc4ccccc43)cn2C)cc1 do in these assays?
Jurkat NFkB inh: -4; CXCR6 block: 5; UBC13 inh: -3; 697 NFkB inh: -2; Gli-Sufu block: 20; CCR6 antagonist: 6; EBI2 block: 23; APJ antagonist: -9

How did CC(C)(C)C(=O)/C(C#N)=C/c1cccs1 do in these assays?
Jurkat NFkB inh: 9; CXCR6 block: -9; UBC13 inh: -4; 697 NFkB inh: -8; Gli-Sufu block: -2; CCR6 antagonist: 6; EBI2 block: -4; APJ antagonist: 3

What do the screens show for `COCCN(Cc1cc2cc(C)ccc2[nH]c1=O)S(=O)(=O)c1ccc(Cl)cc1`?
Jurkat NFkB inh: 14; CXCR6 block: -5; UBC13 inh: 4; 697 NFkB inh: -22; Gli-Sufu block: -6; CCR6 antagonist: 0; EBI2 block: -1; APJ antagonist: 8

What do the screens show for `COc1cc(/C=N/NC(=O)CNC(=O)c2ccncc2)ccc1O`?
Jurkat NFkB inh: -8; CXCR6 block: -2; UBC13 inh: -2; 697 NFkB inh: -3; Gli-Sufu block: 4; CCR6 antagonist: -5; EBI2 block: -8; APJ antagonist: 13

Further records follow:
How did CC(C)c1cc(CNC(=O)c2ccc(OC3CCN(Cc4ccccn4)CC3)cc2)on1 do in these assays?
Jurkat NFkB inh: 11; CXCR6 block: 1; UBC13 inh: 1; 697 NFkB inh: 7; Gli-Sufu block: -23; CCR6 antagonist: 13; EBI2 block: -9; APJ antagonist: 8

What do the screens show for `O=c1[nH]nc(Cc2ccc(Cl)cc2)c2ccccc12`?
Jurkat NFkB inh: 16; CXCR6 block: 0; UBC13 inh: 13; 697 NFkB inh: -2; Gli-Sufu block: 6; CCR6 antagonist: 13; EBI2 block: 1; APJ antagonist: 13

What do the screens show for `N=c1c2c(ncn1Cc1ccco1)Oc1cc(O)ccc1C2c1ccccc1` (stereo unspecified)?
Jurkat NFkB inh: 9; CXCR6 block: -10; UBC13 inh: -9; 697 NFkB inh: 2; Gli-Sufu block: 3; CCR6 antagonist: 11; EBI2 block: 12; APJ antagonist: -16

What do the screens show for `COc1ccc(C(CC(=O)O)NC(=O)Cc2ccccc2)cc1` (stereo unspecified)?
Jurkat NFkB inh: -14; CXCR6 block: 9; UBC13 inh: -18; 697 NFkB inh: -67; Gli-Sufu block: -3; CCR6 antagonist: -10; EBI2 block: 6; APJ antagonist: -17

How did COc1ccc(OC)c(CNc2ccc(F)c(Cl)c2)c1 do in these assays?
Jurkat NFkB inh: -1; CXCR6 block: 1; UBC13 inh: 10; 697 NFkB inh: 8; Gli-Sufu block: -2; CCR6 antagonist: 26; EBI2 block: -5; APJ antagonist: 17

Results for Fc1cccc(Cl)c1CSc1ccc2nnc(-c3ccccn3)n2n1 ?
Jurkat NFkB inh: 1; CXCR6 block: 12; UBC13 inh: 10; 697 NFkB inh: -17; Gli-Sufu block: 13; CCR6 antagonist: 23; EBI2 block: 22; APJ antagonist: 1

Results for O=C(CN1CCN(C(=O)c2ccccc2)CC1)Nc1cc(S(=O)(=O)N2CCCC2)ccc1Cl ?
Jurkat NFkB inh: -5; CXCR6 block: 2; UBC13 inh: -5; 697 NFkB inh: 5; Gli-Sufu block: -8; CCR6 antagonist: 1; EBI2 block: -8; APJ antagonist: 1

Results for COc1ccc(C2Nc3ccccc3C(=O)N2c2ccccc2)cc1COc1ccccn1 (stereo unspecified) ?
Jurkat NFkB inh: -24; CXCR6 block: -6; UBC13 inh: 7; 697 NFkB inh: -6; Gli-Sufu block: -9; CCR6 antagonist: 2; EBI2 block: 12; APJ antagonist: 0

Results for O=C(c1cc(-c2cccs2)on1)N1CCc2ccccc2C1 ?
Jurkat NFkB inh: 2; CXCR6 block: 4; UBC13 inh: 2; 697 NFkB inh: 1; Gli-Sufu block: -5; CCR6 antagonist: 21; EBI2 block: -2; APJ antagonist: 19

What do the screens show for `CCOc1ccc(C(=O)N2CCC3(CC2)NCCc2[nH]cnc23)cc1OCC`?
Jurkat NFkB inh: -3; CXCR6 block: -3; UBC13 inh: 10; 697 NFkB inh: 10; Gli-Sufu block: 15; CCR6 antagonist: 7; EBI2 block: -7; APJ antagonist: -1

How did CCOC(=O)C1=C(C)N(C)C(=O)NC1c1ccc2c(c1)OCO2 (stereo unspecified) do in these assays?
Jurkat NFkB inh: -7; CXCR6 block: 1; UBC13 inh: 1; 697 NFkB inh: 9; Gli-Sufu block: -4; CCR6 antagonist: 6; EBI2 block: -3; APJ antagonist: -8

What do the screens show for `CCn1c(SCc2cccc(F)c2)nnc1-c1cccnc1`?
Jurkat NFkB inh: 5; CXCR6 block: -7; UBC13 inh: 9; 697 NFkB inh: 9; Gli-Sufu block: -8; CCR6 antagonist: 15; EBI2 block: -10; APJ antagonist: 15

What do the screens show for `O=C(NCc1ccco1)C1CC(=O)N(c2ccc(F)cc2)C1` (stereo unspecified)?
Jurkat NFkB inh: 0; CXCR6 block: -6; UBC13 inh: -5; 697 NFkB inh: 14; Gli-Sufu block: -1; CCR6 antagonist: -8; EBI2 block: -6; APJ antagonist: 8

Bioassay records from PubChem BioAssay.

Rows were taken by chance; about 3% have a hit in one of these screens.
